Screening data: PubChem BioAssay, Broad Institute
RAD52 inh = RAD52 DNA annealing inhibitors, primary screen, biochemical, FRET, single point, set 2; recombinant RAD52 DNA annealing, FRET fluorescence; inhibition, % at 18.7 µM; 0.46% of 360,000 active; AID 651710, 2012;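 active means every replicate showing at least 50% inhibition; inconclusive means mean inhibition at least 50% but not in every replicate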
S100A4 MyoIIA = inhibitors of S100A4-myosin IIA peptide binding, primary screen, biochemical, fluorescence polarization, TAMRA-MyoIIA peptide. Protein S100-A4 (Homo sapiens), P26447. inhibition, % at 10.7 µM. 0.14% of 360,000 active. AID 652163, 2013;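 active means mean inhibition of at least 70% across replicates, with every replicate also reaching that level; inconclusive means mean inhibition reaches 70% but some replicates fall short; inactive means mean inhibition below 70%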
Target sequence (P26447 whole entry, looked up): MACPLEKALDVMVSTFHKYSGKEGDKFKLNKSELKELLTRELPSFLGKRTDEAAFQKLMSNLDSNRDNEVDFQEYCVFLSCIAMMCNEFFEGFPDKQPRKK
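assay system = human S100A4 monomer with TAMRA-labelled myosin IIA peptide | also added = labelled myosin peptide probe, 5 nM | incubation = 5 min between mix addition and reading | control set = DMSO and TFP controls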
ERp5 block = inhibitors of ERp5-driven insulin aggregation, primary screen, biochemical, turbidity, absorbance 650 nm, single point. Protein disulfide-isomerase A6 (Homo sapiens), Q15084. 0.05% of 350,000 active. 90 min. inhibition, % at 9.99 µM;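 active means mean replicate inhibition above about 25%, with every replicate also reaching it, limit read from the data, passing the limit was not always enough; inconclusive means only one of those two criteria met; inactive means neither criterion met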
XiGFP reactiv = activators of inactive X chromosome reactivation, primary screen, imaging, XiGFP fibroblasts, GFP high-content imaging, set 2 | 0.055% of 360,000 active | XiGFP mouse fibroblasts, % GFP-positive cells imaging, 3 d; cells co-treated with 5-aza-dC sensitizer; scaled so ellipticine positive control = 100% | activation, % at 7.58 µM | AID 743238, 2013;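 active means mean normalized replicate activation at least 10% and every replicate at or above 10%; inconclusive means only one of the two criteria met; inactive means mean below 10% and not all replicates reach 10%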;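 further: 0% = median of on-plate neutral control wells and 100% = ellipticine 6 µM median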
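Material: XiGFP fibroblasts, SV40-immortalized; Buffer or medium: DMEM containing 5-aza-dC; Compound dosing: single point; Times: 3 days compound exposure.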
ERAP1 HTS inh = human ERAP1 aminopeptidase inhibitors, primary screen, biochemical, single point, plate reader; AID 652197, 2013; recombinant ERAP1, Leu-AMC fluorescence, 60 min; Endoplasmic reticulum aminopeptidase 1 (Homo sapiens), Q9NZ08; 0.15% of 340,000 active; inhibition, % at 10.7 µM;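 active means mean replicate inhibition of at least 30%, or all replicates individually reaching that 30% level; inactive means mean below 30% and not every replicate reaching it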;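 further: 0% = neutral control wells and 100% = L-leucinethiol positive control wells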
RAD54 branch = inhibitors of human RAD54 branch migration, primary screen, biochemical, fluorescence, single point | inhibition, % at 10.4 µM | 0.14% of 360,000 active | DNA repair and recombination protein RAD54-like (Homo sapiens), Q92698 | RAD54 Holliday junction branch migration, FAM/BHQ fluorescence;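 active means mean normalized replicate activity at least 40 and at least half of replicates scoring 40 or more; inconclusive means only one of the two criteria met; inactive means mean below 40 and under half of replicates reaching 40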;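 further: 0% = median of neutral control wells and 100% = median of positive control wells; inhibitors cause a drop in the FAM fluorescence signal; in these data hits start at about 50%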
Target sequence (Q92698 whole entry, looked up): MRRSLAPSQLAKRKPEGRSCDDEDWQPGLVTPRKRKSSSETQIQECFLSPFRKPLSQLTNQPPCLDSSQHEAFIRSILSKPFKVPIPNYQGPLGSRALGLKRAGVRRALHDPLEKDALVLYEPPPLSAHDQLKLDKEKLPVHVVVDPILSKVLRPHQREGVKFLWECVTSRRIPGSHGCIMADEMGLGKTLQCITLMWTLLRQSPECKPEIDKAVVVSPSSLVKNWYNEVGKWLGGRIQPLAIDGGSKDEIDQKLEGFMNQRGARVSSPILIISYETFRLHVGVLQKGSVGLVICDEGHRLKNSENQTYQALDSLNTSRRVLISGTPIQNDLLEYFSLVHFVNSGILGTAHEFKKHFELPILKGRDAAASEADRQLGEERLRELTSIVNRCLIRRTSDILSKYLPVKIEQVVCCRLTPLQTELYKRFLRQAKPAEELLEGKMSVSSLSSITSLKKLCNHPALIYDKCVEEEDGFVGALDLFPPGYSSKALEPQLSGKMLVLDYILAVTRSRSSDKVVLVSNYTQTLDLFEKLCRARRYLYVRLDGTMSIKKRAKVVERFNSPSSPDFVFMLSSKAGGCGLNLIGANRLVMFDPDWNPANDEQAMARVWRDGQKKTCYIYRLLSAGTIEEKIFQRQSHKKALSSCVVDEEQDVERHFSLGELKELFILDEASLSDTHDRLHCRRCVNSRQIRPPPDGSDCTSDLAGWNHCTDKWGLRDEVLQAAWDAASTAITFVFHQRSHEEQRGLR
esBAF inh = Bmi1 luciferase reporter increase in mESCs, primary screen, esBAF inhibitor project, mouse ES cells, Bmi1 luciferase knock-in, single point. 24 h; 100% = twice the neutral-well signal. reporter increase, % at 12.5 µM. 2% of 350,000 active. AID 602393, 2012; in the data active means activation above about 40%; inconclusive means no clear call, values can overlap the other calls;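 further: 0% = median of the plate's neutral control wells and 100% = double that signal; a rise in the Bmi1 reporter signal indicates esBAF inhibition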
E-selectin induc = E-selectin induction in HUVECs, primary screen, imaging, HUVEC, immunofluorescence imaging, single point; P16581; normalized: neutral wells 0, TNF-alpha wells 100; activation, % at 7.58 µM; 0.37% of 260,000 active; AID 686992, 2013;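 active means mean E-selectin-positive cell signal at least 10% of the positive control, reached in at least 60% of replicates, without over 20% cell loss; inconclusive means no rule given, readout overlaps actives, possibly toxicity-flagged; inactive means the rest, including those meeting only one limit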;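 further: in these data hits start at about 27%; measured in HUVEC primary endothelial cells; signal is the percent of cells scored E-selectin positive by PE staining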
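Assay system: HUVEC, human umbilical vein endothelial cells / Amount: 3,000 HUVEC/well / Controls: TNF-alpha positive control, DMSO neutral control / Compound dosing: single concentration / Medium: EGM-2 over gelatin coat / Evaluation: percent E-selectin-positive cells / Signal: immunofluorescence imaging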
An asterisk follows results filed as active; u = inconclusive; x = not tested or not shown; & = joins results of further samples.

SMILES	RAD52 inh	S100A4 MyoIIA	ERp5 block	XiGFP reactiv	ERAP1 HTS inh	RAD54 branch	esBAF inh	E-selectin induc
COc1ccc(OC)c(NC(=O)C2CCN(C(=O)C3CC(=O)N(c4ccc(C)cc4)C3)CC2)c1 (centres undefined)	-4.7	0.4	3.7	0.1	-1.6	-6.1	4.0	-0.2
CCOc1ccc(S(=O)(=O)N2CCOCC2)cc1NC(=O)Cc1c(F)cccc1Cl	-2.6	-2.6	-2.0	0.1	-4.9	-8.8	3.5	-0.1
CN(c1ccccc1)S(=O)(=O)c1ccc(C(=O)NCC(c2ccco2)N2CCCCC2)cc1 (centres undefined)	-47.6	-2.6	0.2	-0.1	1.5	-3.6	0.9	-0.2
COc1ccc(OC)c(NC=C2C(=O)OC(C)(C)OC2=O)c1	-22.9	6.7	11.7	x	0.6	-2.0	-7.0	x
C[C@H](CO)N1C[C@H](C)[C@H](CN(C)C)Oc2ncc(C#CC3CC3)cc2C1=O	-9.2	-8.8	1.3	0.0	-1.5	5.7	1.6	0.2
CO[C@@H]1CN(C)C(=O)c2cc(NC(=O)Nc3cc(F)ccc3F)ccc2OC[C@H](C)NC[C@H]1C	-5.0	0.1	-1.4	0.3	1.3	-1.3	-6.0	-0.4
CC1CCN(S(=O)(=O)N2CCC(C(=O)NCCN3CCOCC3)CC2)CC1	-2.7	-3.1	3.6	x	2.5	-9.0	2.0	x
O=C1C=CC(=O)N1CCCCCCCCCCN1C(=O)C=CC1=O	-9.5	-10.4	-0.5	0.5	-2.2	-3.0	-4.4	0.0
COc1ccccc1S(=O)(=O)N1CC[C@@H]2[C@@H](CO)N(C)c3ccc(-c4ccc(C#N)cc4)cc3[C@@H]21	x	x	x	0.1	x	0.3	-2.4	-0.6
COC(=O)/C(C#N)=C/c1ccc(-c2ccc(S(N)(=O)=O)cc2)o1	-63.6	6.4	3.6	x	x	39.0	5.8	0.3
Cc1ccccc1-c1ccc2c(c1)O[C@H](CN(C)C(=O)C1CC1)[C@@H](C)CN([C@@H](C)CO)S2(=O)=O	-6.8&0.7&8.0	-4.2&-1.0&-1.7	4.3&-8.1&2.4	0.0&-0.1	0.6&1.3&1.4	0.1&5.4&-3.8	1.4&9.9&3.5	-0.2&-0.2
CC1=CC(=C(C#N)c2nc3ccccc3s2)C=C(C)N1CC1CCCO1 (centres undefined)	-173.9	-0.3	8.2	0.3	2.9	x	x	9.8
CN(CC(=O)Nc1ccccc1Cl)C(=O)COC(=O)c1cc([N+](=O)[O-])ccc1N1CCOCC1	-10.0	-12.3	7.1	0.0	2.5	-3.4	x	-0.3
Cn1c(CC(=O)Nc2ccccc2)nnc1SCC(=O)Nc1ccc(N2CCOCC2)cc1	-10.0	-42.6	-1.0	0.2	3.4	14.2	27.4	x
COc1ccccc1-c1ccc([C@H]2[C@H]3CN(Cc4ccncc4)CCCCN3[C@H]2CO)cc1	16.8	-5.5	1.8	0.2	x	3.1	-63.8	0.4
COc1ccc2c3c([nH]c2c1)[C@H](CO)N(C(C)=O)CC31CCN(C(=O)CN2CCOCC2)CC1	4.8	1.0	0.3	0.0	3.7	x	x	-0.3
COc1ccc2nc(C)cc(Nc3ccc(C(=O)O)cc3)c2c1	-22.3	5.5	0.6	x	-1.5	-6.7	-3.6	x
CSc1cccc(NS(=O)(=O)c2ccc3c(c2)NC(=O)C(C)C(=O)N3)c1 (centres undefined)	2.4	4.3	8.0	-0.1	2.8	-3.3	3.4	x
Cc1ccc(S(=O)(=O)N2[C@@H](c3ccc4c(c3)OCO4)C(C(=O)O)=C[C@H]2CC2CCCC2)cc1	-21.2	-0.9	0.3	0.0	4.9	2.4	-1.1	0.4
O=C(COC(=O)CN1C(=O)c2ccccc2C1=O)Nc1ccccc1	10.0	-5.2	-4.7	0.0	2.8	2.3	1.2	0.0
COCc1c(C(=O)NCCOc2ccc(Cl)cc2)oc2ccccc12	-6.8	-6.9	-1.3	0.6	-1.4	6.0	-4.6	-0.4
Cc1cccc(NC(=S)N2CCN(c3ccccn3)CC2)c1	-20.3	-1.7	0.9	0.1	1.1	-0.5	10.9	x
Cc1nn(CCCC(=O)N2CCN(c3ccc(F)cc3)CC2)c(C)c1[N+](=O)[O-]	0.9	0.0	-1.9	-0.1	x	-5.2	0.0	0.0
Cc1ccccc1C(=O)NC(=S)Nc1ccccc1C(=O)O	-13.2	-6.3	-7.5	0.0	0.8	3.4	-1.9	-2.4
CCOC(=O)c1cnn(C)c1NC(=O)c1ccc([N+](=O)[O-])cc1	-6.4	-1.4	0.1	0.0	2.3	x	-10.2	x
N#Cc1nc(-c2ccc(F)cc2)oc1NCc1ccco1	-39.6	-0.4	-3.4	0.0	x	x	28.3	x
Cn1c(CN2CCOCC2)nnc1SCC(=O)Nc1cc(Cl)ccc1Cl	2.7	-2.8	2.4	x	-1.0	-7.8	2.4	x
O=S1(=O)CC(N2CCN(CCO)CC2)CN1Cc1cn(Cc2ccc(Cl)cc2)nn1 (centres undefined)	-9.7	2.4	-2.3	-0.1	x	x	x	0.6
COc1ccc(S(=O)(=O)N(C)C[C@H]2OCCCC[C@@H](C)Oc3ccc(NS(=O)(=O)c4ccccc4)cc3C(=O)N([C@H](C)CO)C[C@@H]2C)cc1	21.6	-1.5	-6.7	0.0	-2.2	-0.8	-4.0	x
O=C(CN1C(=O)NC2(CCc3ccccc32)C1=O)NCCc1ccccc1 (centres undefined)	-11.9	-1.4	2.8	-0.1	-3.5	-9.9	-11.8	x
O=C(NC1CCCC1)[C@@H]1[C@@H](CO)[C@@H]2Cn3c(ccc(-c4ccccc4)c3=O)[C@H]1N2	5.8	6.3	2.0	-0.1	2.2	x	x	-0.2
COc1ccc(CCN2CCC(CN3C(=S)NC[C@@H]3Cc3ccccc3)CC2)cc1OC	14.4	-13.1	1.3	-0.1	-4.9	x	x	0.1
COc1ccc(-c2nc3ccccn3c2/N=C/c2ccc(OC)c(OC)c2)cc1O	-3.0	-1.2	-5.0	-0.1	1.4	-1.8	x	-0.2
COC(=O)C1CCCCN1C(=O)c1cc(COc2cccc3cnccc23)on1 (centres undefined)	-2.7	0.5	1.7	0.0	-2.2	11.8	-25.4	-0.4
C[C@H]1CN([C@@H](C)CO)C(=O)c2cc(C#Cc3ccccc3F)cnc2O[C@H]1CN(C)C	44.1	-21.5	4.4	-1.9	-1.4	7.0	1.2	1.4
O=C(CCN1CCCCC1)N[C@H]1CC[C@@H](CCNS(=O)(=O)c2ccccc2)O[C@H]1CO	-0.9	x	-2.6	0.3	x	-8.5	-0.4	-0.1
CCN(CC)c1ccc(C(=O)NNC(=O)CCc2nc3ccccc3c(=O)[nH]2)cc1	-30.3	-2.0	1.3	0.3	-1.9	9.4	-7.8	-4.3
COc1ccc(CN2CCN(CCCc3ccccc3)CC2)c(OC)c1	-12.7	-1.6	-13.2	0.0	7.0	x	x	-0.1
S=c1[nH]nc(-c2cccnc2)n1C1CCCCC1	-3.9	-7.6	-3.8	0.1	10.7	x	x	x
O=C(CC(C(=O)O)c1cccc(Cl)c1)c1ccccc1 (centres undefined)	-1.3	4.7	0.5	0.1	-0.1	-7.0	-0.1	-0.2
Cc1noc(C)c1NC(=O)N(C)C[C@H]1Oc2ccc(NC(=O)Nc3ccccc3)cc2CC(=O)N([C@@H](C)CO)C[C@@H]1C	-6.9	-23.3	-2.6	0.0	-0.7	5.3	1.6	0.0
CCCS(=O)(=O)NC(=O)C1(C)CCN1C(=O)Cc1ccc(Cl)cc1Cl (centres undefined)	-6.1	-0.4	5.5	-0.1	2.1	-3.3	-5.0	0.1
Cc1ccc(C(=O)COC(=O)CN2C(=O)C3C4CCC(C4)C3C2=O)cc1C (centres undefined)	-10.9	-1.2	2.5	0.2	-2.1	-2.0	x	0.1
O=C(C[C@H]1C=C[C@@H](NC(=O)Nc2ccccc2)[C@H](CO)O1)NCc1ccccn1	-2.4	-1.1	-4.7	-0.1	-1.1	1.5	-0.3	-0.9
O=C(Nc1ccc([N+](=O)[O-])cc1)c1ccccc1	-17.0	5.1	2.2	0.1	1.8	0.6	32.1	0.3
CC(C)c1ccc(NC(=O)C2CCCN2S(=O)(=O)c2ccccc2F)cc1 (centres undefined)	-8.6	3.1	-6.5	0.2	0.5	-0.3	25.5	x
COc1ccccc1NS(=O)(=O)c1ccc2oc(=S)[nH]c2c1	-10.6	6.7	-0.6	0.0	x	x	x	7.0
Cc1ccc(S(=O)(=O)N2CCN(C(=O)CC(C)n3cncn3)CC2)cc1 (centres undefined)	0.1	-0.6	4.5	0.0	2.8	8.9	2.7	0.8
Cc1cc(=O)oc2c(N)c(O)ccc12	-13.1	0.0	-2.0	0.2	-1.3	5.6	-29.5	x
c1cncc(-c2nc3ccccc3s2)c1	-14.0	-5.1	-3.4	-0.2	x	-0.2	u	2.4
OC(COCc1ccccc1)COCc1ccccc1	-16.3	3.1	3.8	0.0	0.6	12.1	0.8	-0.6
CN(C(=O)c1ccc(NC(=O)Cc2ccc(NC(=O)C3CCCN(S(=O)(=O)c4cccc([N+](=O)[O-])c4)C3)cc2)cc1)C1CCCC1 (centres undefined)	-29.4	-2.3	-1.5	0.2	x	0.8	3.8	4.0
C[C@@H]1CN([C@@H](C)CO)C(=O)Cc2cc(NS(C)(=O)=O)ccc2O[C@@H]1CN(C)S(C)(=O)=O	2.0	5.0	-6.3	-0.1	0.3	4.0	1.7	-2.9
CC(C)NC(=O)N(C)C[C@@H]1Oc2ccc(NC(=O)CCCCCC(=O)Nc3ccccc3N)cc2C(=O)N([C@H](C)CO)C[C@@H]1C	11.3	8.1	-0.3	0.0	-2.3	x	x	-14.1
O=C(NC1CCCC1)c1cccc(S(=O)(=O)N2CCCC2)c1	-1.1	8.5	0.7	-0.1	1.5	2.7	3.9	-0.8
COc1ccc(S(=O)(=O)N(C)[C@H]2C[C@H]3c4cc(N5CCN(C)CC5)ccc4CCN3C(=O)[C@H]2[C@H](C)O)cc1	1.8	-0.7	-6.0	-0.1	-5.2	-5.9	4.4	x
COc1ccc(Nc2nc(NC(C)C)nc3ccsc23)cc1OC	12.9	-3.4	-4.7	0.1	-0.1	28.4	-8.0	0.3

Reprinted from the listing, two compounds:
SMILES	RAD52 inh	S100A4 MyoIIA	ERp5 block	XiGFP reactiv	ERAP1 HTS inh	RAD54 branch	esBAF inh	E-selectin induc
Cc1noc(C)c1NC(=O)N(C)C[C@H]1Oc2ccc(NC(=O)Nc3ccccc3)cc2CC(=O)N([C@@H](C)CO)C[C@@H]1C	-6.9	-23.3	-2.6	0.0	-0.7	5.3	1.6	0.0
CCCS(=O)(=O)NC(=O)C1(C)CCN1C(=O)Cc1ccc(Cl)cc1Cl (centres undefined)	-6.1	-0.4	5.5	-0.1	2.1	-3.3	-5.0	0.1
